High-throughput results from PubChem BioAssay.
esBAF inh – blocks esBAF chromatin remodeling in mouse ES cells; AID 602393; 2% of 350,000 active; Bmi1-luciferase knock-in reporter, 24 h; 100% = twice the neutral-well signal; reporter increase, % at 12.5 µM; in the data active = activation above about 40%; inconclusive = no clear call, values can overlap the other calls;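 note: 0% = median of the plate's neutral control wells and 100% = double that signal; a rise in the Bmi1 reporter signal indicates esBAF inhibition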
ARNT-TACC3 inh – ARNT/TACC3 interaction disruption; AlphaScreen His-ARNT PAS-B/GST-TACC3 binding, luminescence; TACC3 fragment carries E629A point mutation; 0.66% of 390,000 active; inhibition, % at 9.99 µM; AID 623870; Q9Y6A5;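 active = mean inhibition of replicates at least 50% and at least half of replicates each reaching 50%; inconclusive = half or more replicates reach 50% but mean below 50%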;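 note: 0% = complete ARNT plus TACC3 wells and 100% = ARNT alone without TACC3; many hits fall short of the cut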
Starred values were filed as active, the others as inactive.

What do the screens show for `O=C(Oc1ccc2ccccc2c1)c1ccco1`?
esBAF inh: -8; ARNT-TACC3 inh: -1

Results for CC(C)C(=O)c1cn(CC(=O)N2CCCc3ccccc32)c2ccccc12 ?
esBAF inh: 0; ARNT-TACC3 inh: 0

What do the screens show for `CCOc1ccccc1OCCCC(=O)N1CCN(S(=O)(=O)c2ccc(C)cc2)CC1`?
esBAF inh: 14; ARNT-TACC3 inh: 21

How did CCOc1ccc2c(=O)c(Oc3ccccc3)c(C)oc2c1 do in these assays?
esBAF inh: 16; ARNT-TACC3 inh: 0

How did Cc1ccc(S(=O)(=O)N2CCOCC2)cc1C(=O)Nc1ccc2c(c1)CCC2 do in these assays?
esBAF inh: 4; ARNT-TACC3 inh: -3

Results for C=CCN1C(=O)C2(NNc3ccccc3O2)c2ccccc21 (centres undefined) ?
esBAF inh: -8; ARNT-TACC3 inh: 10

What do the screens show for `COc1cc(/C=C/C(=O)N2CCCN(C(=O)/C=C/c3cc(OC)c(OC)c(OC)c3)CC2)cc(OC)c1OC`?
esBAF inh: -9; ARNT-TACC3 inh: 2

Results for COc1ccc(C(C#N)C2(C)OCCO2)cc1OC (centres undefined) ?
esBAF inh: -5; ARNT-TACC3 inh: -9

Results for CC(=O)Nc1ccc(Nc2cc(C)nc3c(-c4ccc(Cl)cc4)cnn23)cc1 ?
esBAF inh: 20; ARNT-TACC3 inh: -14

Results for Cc1ccc(OCc2nnc(SCC(=O)NCc3ccccc3)n2C)cc1 ?
esBAF inh: -8; ARNT-TACC3 inh: -1

Results for COC(=O)c1ccccc1NC(=O)Nc1cccnc1 ?
esBAF inh: -8; ARNT-TACC3 inh: -1

How did Cn1c(N)c(C(=O)COC(=O)C2=COCCO2)c(=O)n(C)c1=O do in these assays?
esBAF inh: -1; ARNT-TACC3 inh: -1

What do the screens show for `CC(OC(=O)c1snc(C(=O)NC2CCCCC2)c1N)C(=O)NC1CCCCC1` (centres undefined)?
esBAF inh: 6; ARNT-TACC3 inh: -5

How did Cn1c(=O)c2ncn(CC(=O)NCCC3=CCCCC3)c2n(C)c1=O do in these assays?
esBAF inh: 6; ARNT-TACC3 inh: -3

What do the screens show for `O=C(CSCc1cccc(CSCC(=O)Nc2ccccc2)n1)Nc1ccccc1`?
esBAF inh: -3; ARNT-TACC3 inh: 39

How did CCc1cc2c(CN3CCN(CCO)CC3)cc(=O)oc2cc1O do in these assays?
esBAF inh: 1; ARNT-TACC3 inh: -3

Results for C=C(C)C(=O)NC1=NN(c2ccccc2)C(=O)C1 ?
esBAF inh: 2; ARNT-TACC3 inh: 8

How did COC(=O)c1sccc1NC(=O)c1c(C)noc1C do in these assays?
esBAF inh: -3; ARNT-TACC3 inh: 0

Results for Cc1nnc(SCC(=O)Nc2ccc3c(c2)OCCO3)s1 ?
esBAF inh: -10; ARNT-TACC3 inh: 1

How did CCN1C(=O)/C(=C/c2ccc(N3CCCC3)cc2)NC1=S do in these assays?
esBAF inh: 49*; ARNT-TACC3 inh: -1

Already shown: five of the compounds above.
What do the screens show for `O=C(Oc1ccc2ccccc2c1)c1ccco1`?
esBAF inh: -8; ARNT-TACC3 inh: -1

Results for CC(C)C(=O)c1cn(CC(=O)N2CCCc3ccccc32)c2ccccc12 ?
esBAF inh: 0; ARNT-TACC3 inh: 0

What do the screens show for `CCOc1ccccc1OCCCC(=O)N1CCN(S(=O)(=O)c2ccc(C)cc2)CC1`?
esBAF inh: 14; ARNT-TACC3 inh: 21

How did CCOc1ccc2c(=O)c(Oc3ccccc3)c(C)oc2c1 do in these assays?
esBAF inh: 16; ARNT-TACC3 inh: 0

How did Cc1ccc(S(=O)(=O)N2CCOCC2)cc1C(=O)Nc1ccc2c(c1)CCC2 do in these assays?
esBAF inh: 4; ARNT-TACC3 inh: -3

A draw from above in order of formula weight, low to high.
How did Cn1c(=O)c2ncn(CC(=O)NCCC3=CCCCC3)c2n(C)c1=O do in these assays?
esBAF inh: 6; ARNT-TACC3 inh: -3

Results for Cc1ccc(OCc2nnc(SCC(=O)NCc3ccccc3)n2C)cc1 ?
esBAF inh: -8; ARNT-TACC3 inh: -1

What do the screens show for `O=C(CSCc1cccc(CSCC(=O)Nc2ccccc2)n1)Nc1ccccc1`?
esBAF inh: -3; ARNT-TACC3 inh: 39

Remaining list, next part.
Results for CCOC(=O)CCC(NC(=O)CCC(=O)NC(CCC(=O)OCC)C(=O)OCC)C(=O)OCC (centres undefined) ?
esBAF inh: 2; ARNT-TACC3 inh: -7

Results for CCn1cc(/C=C2\SC(=O)N(CC(=O)Nc3ccc4c(c3)OCO4)C2=O)c2ccccc21 ?
esBAF inh: -6; ARNT-TACC3 inh: -5

How did CCOC(=O)c1cc2sc(C)cc2n1C(C)C(=O)OCC (centres undefined) do in these assays?
esBAF inh: -10; ARNT-TACC3 inh: 4

Results for CCCCNC(=O)c1cc2c(=O)n3cccc(C)c3nc2n(CCN2CCOCC2)c1=N ?
esBAF inh: -5; ARNT-TACC3 inh: 5

How did O=C(COC(=O)CCc1c[nH]c2ccccc12)Nc1ccc([N+](=O)[O-])cc1 do in these assays?
esBAF inh: -5; ARNT-TACC3 inh: -20

How did CCN(CC)C(=O)C1CC(=O)OC12CCCCC2 (centres undefined) do in these assays?
esBAF inh: -8; ARNT-TACC3 inh: -1

Results for CCn1c(SCC(N)=O)nnc1-c1ccco1 ?
esBAF inh: -3; ARNT-TACC3 inh: 17

How did O=C(COc1ccc(Cl)cc1)NCc1nnc2c3ccccc3c(-c3ccccc3)nn12 do in these assays?
esBAF inh: -7; ARNT-TACC3 inh: 3

What do the screens show for `CCN1CCN(c2nc3c(c(=O)n(C)c(=O)n3C)n2Cc2cccc3ccccc23)CC1`?
esBAF inh: -3; ARNT-TACC3 inh: -2

Results for CCCS(=O)(=O)N1CCC(C(=O)NCCCOC)CC1 ?
esBAF inh: -2; ARNT-TACC3 inh: -29

Results for O=C1NC(Cc2c[nH]c3ccccc23)C(=O)N1CCOc1ccc(F)cc1 (centres undefined) ?
esBAF inh: -1; ARNT-TACC3 inh: 4

How did COc1ccc(NS(=O)(=O)c2ccc(O)c(NC(=O)c3cc4c(C)nn(-c5ccc(F)cc5)c4s3)c2)cc1 do in these assays?
esBAF inh: -7; ARNT-TACC3 inh: -27

What do the screens show for `O=C(O)c1cc(NS(=O)(=O)c2ccc(N3CCCCC3)c([N+](=O)[O-])c2)cc(C(=O)O)c1`?
esBAF inh: -6; ARNT-TACC3 inh: -4

Results for COc1ccc(CCNC(=O)Cn2nnc(-c3ccc(N(C)C)cc3)n2)cc1OC ?
esBAF inh: 11; ARNT-TACC3 inh: -20

Results for CCOC(=O)c1c(SC)nc(SC)c2c1CCC2 ?
esBAF inh: 13; ARNT-TACC3 inh: -8

Results for Cn1cc(Cl)c(-c2n[nH]c(=S)n2-c2ccccc2)n1 ?
esBAF inh: 6; ARNT-TACC3 inh: -8

How did Cc1ccc(NC(=O)CN2CCCCCC2)c(Br)c1 do in these assays?
esBAF inh: 23; ARNT-TACC3 inh: 3

Results for O=C(Cc1ccccc1)N/N=C/c1cccs1 ?
esBAF inh: 16; ARNT-TACC3 inh: -2

How did CCOC(=O)c1c(NC(NC(C)=O)C(Cl)(Cl)Cl)sc(C(C)=O)c1C (centres undefined) do in these assays?
esBAF inh: -6; ARNT-TACC3 inh: 1

How did Cc1cccc(NC(=S)N(Cc2cccs2)Cc2cc3cc(C)cc(C)c3[nH]c2=O)c1 do in these assays?
esBAF inh: 6; ARNT-TACC3 inh: 2

Brought forward from above: 3 compounds; new compounds follow.
Results for O=C(Cc1ccccc1)N/N=C/c1cccs1 ?
esBAF inh: 16; ARNT-TACC3 inh: -2

How did CCOC(=O)c1c(NC(NC(C)=O)C(Cl)(Cl)Cl)sc(C(C)=O)c1C (centres undefined) do in these assays?
esBAF inh: -6; ARNT-TACC3 inh: 1

How did Cc1cccc(NC(=S)N(Cc2cccs2)Cc2cc3cc(C)cc(C)c3[nH]c2=O)c1 do in these assays?
esBAF inh: 6; ARNT-TACC3 inh: 2

What do the screens show for `CCOC(=O)COc1cc(N2C(=O)CSCC2=O)c(Cl)cc1Cl`?
esBAF inh: 1; ARNT-TACC3 inh: -5

How did COC(=O)CN1C(=S)N(Cc2ccccc2)C(=O)C1CC(=O)Nc1ccc(OC)cc1 (centres undefined) do in these assays?
esBAF inh: 0; ARNT-TACC3 inh: -5

How did COc1ccccc1C1C(C(C)=O)=C(C)N=c2s/c(=C\c3cc(OC)c(OC)c(OC)c3)c(=O)n21 (centres undefined) do in these assays?
esBAF inh: 10; ARNT-TACC3 inh: 1

How did O=C(N/N=C/C1CCCCC1)c1ccccn1 do in these assays?
esBAF inh: 9; ARNT-TACC3 inh: 9

How did CC1=C(C(=O)Nc2ccc(C)cc2C)C(c2ccc([N+](=O)[O-])cc2)n2ncnc2N1 (centres undefined) do in these assays?
esBAF inh: -6; ARNT-TACC3 inh: 0

Results for Cc1n[nH]c(=O)nc1N1CCc2ccccc2C1 ?
esBAF inh: -1; ARNT-TACC3 inh: -6

How did COc1ccc(C(=S)NC2CCCCC2)cc1 do in these assays?
esBAF inh: 50*; ARNT-TACC3 inh: 0

What do the screens show for `COc1ccc(OC)c(NC(=O)c2c(NC(=O)CCC(=O)O)sc3c2CCCCC3)c1`?
esBAF inh: -1; ARNT-TACC3 inh: 22

How did O=C(OCc1cc2ccccc2[nH]c1=O)c1ccncc1 do in these assays?
esBAF inh: -10; ARNT-TACC3 inh: 1

What do the screens show for `COc1ccc(-c2c(C(F)(F)F)oc3c(CN4CCN(C)CC4)c(O)ccc3c2=O)cc1`?
esBAF inh: 0; ARNT-TACC3 inh: 5

How did COCCCN1C(=O)C(=O)/C(=C(/O)c2ccc(OCC(C)C)cc2)C1c1cccnc1 (centres undefined) do in these assays?
esBAF inh: -1; ARNT-TACC3 inh: -1

What do the screens show for `CC(=O)Nc1ccc(C(=O)n2nc(C)cc2C)cc1`?
esBAF inh: 2; ARNT-TACC3 inh: 17

What do the screens show for `c1ccc(C2=Nn3c(nnc3-c3cccnc3)SC2)cc1`?
esBAF inh: 6; ARNT-TACC3 inh: -2

How did Cc1scc(-c2n[nH]c(=S)n2Cc2ccccc2)c1C do in these assays?
esBAF inh: 7; ARNT-TACC3 inh: -5

What do the screens show for `COc1ccc(S(=O)(=O)N2CCC(C(=O)NCc3ccccn3)CC2)cc1Cl`?
esBAF inh: 2; ARNT-TACC3 inh: -10

Results for COc1ccccc1C(=O)NCC(=O)N/N=C/c1cc(Br)ccc1OC(=O)/C=C\c1ccco1 ?
esBAF inh: -18; ARNT-TACC3 inh: 1

Results for CSc1nc(-c2ccccc2)ccc1C(N)=O ?
esBAF inh: 7; ARNT-TACC3 inh: -13

How did COc1ccc2oc(-c3cccc(NC(=O)CSc4ccc(Cl)cc4)c3)nc2c1 do in these assays?
esBAF inh: -13; ARNT-TACC3 inh: -3

Results for O=C/C(=C\Nc1ccccn1)c1nc2ccccc2o1 ?
esBAF inh: 38; ARNT-TACC3 inh: -5

What do the screens show for `O=C(CSc1nnc(CCc2nc3ccccc3[nH]2)n1-c1ccccc1)NCc1ccccc1`?
esBAF inh: -2; ARNT-TACC3 inh: -8

What do the screens show for `COc1ccc(C(OC(=O)c2ccco2)C(=O)NC2CCCCC2)cc1OC` (centres undefined)?
esBAF inh: 6; ARNT-TACC3 inh: -1

Results for CC(=O)Nc1ccc(S(=O)(=O)NCC2CCC(C(=O)N3CCN(c4ccccn4)CC3)CC2)cc1 (centres undefined) ?
esBAF inh: -7; ARNT-TACC3 inh: 1

How did COc1ccc(CNC(=O)c2noc3c2CCCCC3)cc1 do in these assays?
esBAF inh: 30; ARNT-TACC3 inh: 0

What do the screens show for `CCC1c2ccc(C)n2CCN1C(=O)Nc1ccccc1C(=O)OC` (centres undefined)?
esBAF inh: -14; ARNT-TACC3 inh: 8

Results for CC(C)CC(=O)NC(NC(=S)Nc1sc2c(c1C#N)CCCC2)C(Cl)(Cl)Cl (centres undefined) ?
esBAF inh: 2; ARNT-TACC3 inh: 1

Results for Cc1cc(C)nc(NC(=O)C(c2ccccc2)c2ccccc2)c1 ?
esBAF inh: -10; ARNT-TACC3 inh: -2

How did Cc1nc2ccc(NC(=O)c3sccc3C)cc2s1 do in these assays?
esBAF inh: 46*; ARNT-TACC3 inh: -10

What do the screens show for `COc1ccc(CNc2ccc3c(c2)ncn3-c2ccccc2OC)cc1`?
esBAF inh: -2; ARNT-TACC3 inh: 8

Results for O=C(c1cc(-c2ccc(Cl)c(Cl)c2)on1)N1CCN(c2ccccc2)CC1 ?
esBAF inh: 36; ARNT-TACC3 inh: 1

How did CC(C)n1nnc2c(=O)oc3ccccc3c21 do in these assays?
esBAF inh: -1; ARNT-TACC3 inh: -6

What do the screens show for `Nc1nnc(SCc2ccc(Cl)cc2)s1`?
esBAF inh: 20; ARNT-TACC3 inh: -3

What do the screens show for `N#C/C(=C/c1ccc(N2CCOCC2)o1)c1ccc(Cl)cc1`?
esBAF inh: inconclusive; ARNT-TACC3 inh: -4

What do the screens show for `CC(=O)Cn1c(C(F)(F)F)nc2ccccc21`?
esBAF inh: 0; ARNT-TACC3 inh: -8

Results for Clc1ccc(SCCCCn2ccnc2)cc1 ?
esBAF inh: 3; ARNT-TACC3 inh: 8

Results for Cc1cc(N2CCCC2)ccc1/C=C1\NC(=S)N(C)C1=O ?
esBAF inh: 85*; ARNT-TACC3 inh: 4

Results for COc1cc([N+](=O)[O-])ccc1NC(=O)C[n+]1ccccc1C ?
esBAF inh: 2; ARNT-TACC3 inh: -5

What do the screens show for `CCCCCCn1c2c(c(=N)c3c1CCC3)CCC2`?
esBAF inh: -15; ARNT-TACC3 inh: 4

What do the screens show for `Cc1cc(C)n(-c2nc(N(c3ccccc3)c3ccccc3)nc(-n3nc(C)cc3C)n2)n1`?
esBAF inh: -23; ARNT-TACC3 inh: 13

This is a subset; count on the stated rates, not on these rows.
